Screening results as filed in PubChem.
G9a inh: G9a (human) methyltransferase inhibition. Q96KQ7. G9a H3K9 monomethylation, AlphaScreen, 2 h. Potency, µM (highest dose often 102 µM), without a hit: at the highest dose activity, negative = inhibition, actives largely listed as inhibitors. hit rate 8.8% among 350,000; further: on the % scale 0 is the no-effect control and ±100 the full control effect; nearly all actives have a fitted effect of over 75% in size
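Chemiluminescent proximity detection of H3K9 monomethylation, read after 10 min bead incubation in the dark. Reaction: 20 nM G9a, 500 nM biotin-H3K9 peptide, 20 uM SAM cofactor, 2 h, room temperature, following 15 min enzyme-compound preincubation.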
Pol beta inh: blocks human DNA polymerase beta activity. P06746. Pol beta primer extension/strand displacement, fluorescence kinetic. Potency, µM (doses to about 114 µM), for the others: at the highest dose activity change, negative = inhibition, most hits filed as inhibitors. hit rate 1.3% among 340,000; further: on the % scale 0 is the no-effect control and ±100 the full control effect
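Human Pol beta at 10 nM; strand-displacement substrate 50 nM final. Compound exposure 15 min at room temperature before start, reaction 10 min at room temperature.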
Pol kappa inh: inhibitors of human DNA polymerase kappa | Potency, µM (titrated, usually from 107 µM), for the others: at the highest dose activity, negative = inhibition, actives largely listed as inhibitors | Q9UBT6 | hit rate 0.53% among 400,000 | purified Pol kappa, fluorescent DNA synthesis assay, 10 min; further: on the % scale 0 is the no-effect control and ±100 the full control effect
Target sequence (Q9UBT6 whole entry, looked up): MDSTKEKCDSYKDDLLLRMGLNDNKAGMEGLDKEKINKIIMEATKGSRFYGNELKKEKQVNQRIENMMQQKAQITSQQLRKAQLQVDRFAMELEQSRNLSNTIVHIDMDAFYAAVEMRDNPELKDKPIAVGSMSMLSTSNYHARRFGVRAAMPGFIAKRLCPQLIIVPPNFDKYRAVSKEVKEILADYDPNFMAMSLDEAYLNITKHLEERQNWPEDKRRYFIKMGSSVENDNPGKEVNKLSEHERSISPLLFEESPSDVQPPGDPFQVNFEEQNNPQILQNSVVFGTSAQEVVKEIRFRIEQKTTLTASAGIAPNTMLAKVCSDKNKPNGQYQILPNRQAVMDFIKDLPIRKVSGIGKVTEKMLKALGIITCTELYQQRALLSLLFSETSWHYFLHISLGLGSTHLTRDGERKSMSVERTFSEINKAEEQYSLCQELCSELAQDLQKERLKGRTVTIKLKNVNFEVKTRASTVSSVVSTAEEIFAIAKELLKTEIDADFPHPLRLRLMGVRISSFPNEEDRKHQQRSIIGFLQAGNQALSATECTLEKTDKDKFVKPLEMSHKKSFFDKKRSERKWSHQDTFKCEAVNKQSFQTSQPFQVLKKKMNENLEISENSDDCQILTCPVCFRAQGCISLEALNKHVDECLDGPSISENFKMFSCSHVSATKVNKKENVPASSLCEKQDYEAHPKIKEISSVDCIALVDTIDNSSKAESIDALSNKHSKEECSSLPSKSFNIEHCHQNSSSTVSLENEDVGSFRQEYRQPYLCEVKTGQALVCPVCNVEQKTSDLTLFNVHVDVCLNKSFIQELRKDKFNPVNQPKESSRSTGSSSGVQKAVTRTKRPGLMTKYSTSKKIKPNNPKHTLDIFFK
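10 nM Pol kappa preincubated 15 min at room temperature with compounds, then reaction started with substrate at 50 nM final. Fluorescence read kinetically at 0 and 10 min; buffer-only wells served as negative control.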
Anesthetic bind: binds horse apoferritin like a general anesthetic; P02791; apoferritin/1-aminoanthracene competitive binding, fluorescence; Potency, µM (highest dose often 77.5 µM), for the others: top-dose activity change, negative = displacement, usual class: inhibitors; hit rate 0.074% among 350,000; AID 485281; further: on the % scale 0 is the no-effect control and ±100 the full control effect; nearly all actives have a fitted effect of over 20% in size
Target sequence (P02791 2-175 limits assumed): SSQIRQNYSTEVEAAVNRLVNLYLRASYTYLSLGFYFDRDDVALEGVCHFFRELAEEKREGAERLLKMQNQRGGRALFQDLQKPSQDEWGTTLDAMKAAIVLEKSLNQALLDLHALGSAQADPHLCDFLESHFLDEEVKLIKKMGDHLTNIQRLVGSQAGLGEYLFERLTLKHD
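Concentration-response curves derived by four-parameter Hill fitting of normalized fluorescence, where compounds displaced 1-AMA from 10 uM horse apoferritin following a brief 10 min room-temperature incubation; propofol titration acted as positive control.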
APEX1 inh: APE1 (human) endonuclease inhibition; AID 2517; Potency, µM (series often up to 65.8 µM), without a hit: top-dose activity change, negative = inhibition, usual class: inhibitors; recombinant APE1, TAMRA/BHQ-2 abasic DNA cleavage fluorescence; hit rate 0.35% among 350,000;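 further: plate controls were vehicle for no effect and reference inhibitor for full effect; nearly all actives have a fitted effect of over 55% in size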
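0.75 nM APE1 + cpd, 15 min RT; start w/ 50 nM TAMRA/BHQ-2 THF-abasic dsDNA; kinetic fluor 525/598 nm ×3 reads @60 s; Δ(read3−read1); normalized to DMSO and NSC13755 control wells.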
Pol iota inh: blocks human DNA polymerase iota activity | Q9UNA4 | Pol iota fluorescent replication assay, 10 min | Potency, µM (titrated, usually from 115 µM), inactives show top-dose activity, negative = inhibition, usual class: inhibitors | hit rate 1% among 390,000
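Pol iota at 10 nM preincubated 15 min with compounds at room temperature; reaction started with fluorescent substrate, 50 nM final. Fluorescence read kinetically at 0 and 10 min; buffer-only wells as negative control.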
BAZ2B inh: BAZ2B (human) inhibition. Q9UIF8. AlphaScreen BAZ2B-H3K14Ac peptide displacement. Potency, µM (top dose mostly 114 µM), for inactives: top-dose activity change, negative = inhibition, usual class: inhibitors. hit rate 4.4% among 360,000. AID 504333; further: on the % scale 0 is the no-effect control and ±100 the full control effect; nearly all actives have a fitted effect of over 60% in size
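Protein-peptide AlphaScreen: BAZ2B 50 nM, b-H3K14Ac 50 nM, 1x PBS pH 7.4 + 0.01% Tween-20. Preincubation 30 min RT; cpd 30 min RT (top 110 uM); beads 20 min RT, light-protected.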
POLH inh: blocks human DNA polymerase eta activity; Q9Y253; recombinant Pol eta, fluorescent DNA replication assay; Potency, µM (series often up to 114 µM), inactives show top-dose activity change, negative = inhibition, most hits filed as inhibitors; hit rate 1.2% among 390,000; further: on the % scale 0 is the no-effect control and ±100 the full control effect
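Pol eta at 10 nM preincubated with compounds 15 min at room temperature; reaction started with fluorescent substrate (50 nM final) and read kinetically at 0 and 10 min.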
BLM helicase inh: inhibitors of human Bloom syndrome helicase BLM; recombinant BLM DNA unwinding, fluorescence dequenching; Potency, µM (doses to about 56.1 µM), for the others: top-dose activity change, negative = inhibition, most hits filed as inhibitors; hit rate 0.2% among 350,000; AID 2528;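 further: plate controls were vehicle for no effect and no enzyme for full effect; nearly all actives have a fitted effect of over 35% in size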
Active calls of the source: *; u = inconclusive; x = no result given; & = joins results of further samples; [ ] = another dose, or the depositor's remark. The call rests on the fitted dose curve; in most records, active means well fitted curve in the direction sought with a large enough effect; inconclusive means small, poorly fitted or top-dose-only effect, or another doubt; inactive means no such curve, though single readings can be large; an effect the other way counts as inactive or inconclusive. Potency means the concentration at half of the fitted maximal effect. An excerpt. The share of hits here may be higher or lower than overall.

SMILES | G9a inh | Pol beta inh | Pol kappa inh | Anesthetic bind | APEX1 inh | Pol iota inh | BAZ2B inh | POLH inh | BLM helicase inh
CCOC(=O)CN1C(=O)C(O)(CC(=O)c2ccc3c(c2)CCCC3)c2ccccc21 (stereo not drawn) | u | 1% | -14% | u | 0% | 12% | 1% | -15% | -9%
COC(=O)c1ccccc1NC(=O)Cn1c(=O)n(CCC(=O)NCc2ccc3c(c2)OCO3)c(=O)c2ccccc21 | 4%[59 µM] | 6% | -5% | -6% | x | 11% | 3% | -6% | -5%
CC(NC(=O)c1cc(-c2ccncc2)nc2ccc(Cl)cc12)C1CCCO1 (stereo not drawn) | 0%[12.7 µM] | 30% | -11% | -14% | -3% | 8% | -8% | -13% | -2%
NC(=O)CC(NC(=O)c1cccc(Br)c1)c1ccc(NC2CCCCCCC2)c([N+](=O)[O-])c1 (stereo not drawn) | 20µM* | -16% | 8% | u | 7% | -10% | u | -22% | -10%
O=C(Nc1nc2c(Cl)cccc2s1)c1ccc([N+](=O)[O-])o1 | -13% | 4% | -13% | -15% | 10% | 31%[activator] | -28% | 50µM* | -16%
CCOC(=O)/C(C#N)=C/c1ccc(OCC(=O)Nc2ccc(C)c(C)c2)c(OC)c1 | -6%[59 µM] | 2% | 7% | -4% | -3% | -16% | 3% | -15% | -5%
CCc1ccc(NC(=O)CCNS(=O)(=O)c2cccs2)cc1 | 24% | 38% | 3% | -11% | 23% | 123%[activator] | 7% | -18% | -4%
CCOC(=O)C1CCCN(S(=O)(=O)c2ccc(NC(C)=O)cc2)C1 (stereo not drawn) | 21% | 3% | -21% | -11% | u | 90%[activator] | -15% | -9% | 1%
O=C(Nc1c2c(nc3ccccc13)CCCC2)c1ccccc1F | -12% | -9% | 0% | -6% | 0% | 170%[activator] | -24% | -13% | 0%
COc1ccccc1OCCC(=O)O | -19% | 16% | -8% | 3% | 2% | 16% | -3% | u | 0%
Cc1cc(F)ccc1NC(=O)C1CCCO1 (stereo not drawn) | -33% | 1% | -6% | -6% | -1% | 21% | -2% | 3% | -2%
N#Cc1cc(NC2CCCC2)c([N+](=O)[O-])cc1C#N | 3%[59 µM] | 0% | 2% | 82%[activator] | 2% | 18% | 12% | -12% | -11%
CCOC(=O)c1c(C)oc2nc(C)nc(NCc3ccc(Cl)cc3)c12 | -4%[59 µM] | 14% | 0% | u | x | 19% | 5%[57.1 µM] | -17% | -2%
CC1(C)Oc2ccc(C(=O)N/N=C/c3ccc(O)cc3)cc2NC1=O | -4% | -9% | -8% | -5% | 21% | 32%[activator] | -12% | -3% | -9%
COc1ccc(C(=O)COC(=O)c2cccnc2SC)cc1 | 2% | 23% | -6% | -10% | u | 54%[activator] | u | -12% | 4%

Entries of single compounds, looked up by structure:
O=C(Nc1c2c(nc3ccccc13)CCCC2)c1ccccc1F is listed with G9a inh: -12%; Pol beta inh: -9%; Pol kappa inh: 0%; Anesthetic bind: -6%; APEX1 inh: 0%; Pol iota inh: 170%[activator]; BAZ2B inh: -24%; POLH inh: -13%; BLM helicase inh: 0%
N#Cc1cc(NC2CCCC2)c([N+](=O)[O-])cc1C#N is listed with G9a inh: 3%[59 µM]; Pol beta inh: 0%; Pol kappa inh: 2%; Anesthetic bind: 82%[activator]; APEX1 inh: 2%; Pol iota inh: 18%; BAZ2B inh: 12%; POLH inh: -12%; BLM helicase inh: -11%
CCOC(=O)c1c(C)oc2nc(C)nc(NCc3ccc(Cl)cc3)c12 is listed with G9a inh: -4%[59 µM]; Pol beta inh: 14%; Pol kappa inh: 0%; Anesthetic bind: u; APEX1 inh: x; Pol iota inh: 19%; BAZ2B inh: 5%[57.1 µM]; POLH inh: -17%; BLM helicase inh: -2%

Continued:
SMILES | G9a inh | Pol beta inh | Pol kappa inh | Anesthetic bind | APEX1 inh | Pol iota inh | BAZ2B inh | POLH inh | BLM helicase inh
COc1cc(/C=N/NC(=O)COc2ccc(-n3cnnn3)cc2)ccc1OCC(N)=O | -8% | 16µM* | u | 3% | 1% | u | -1% | -9% | -16%
CCc1cc2c(=O)n(-c3ccccc3)c(SCC(N)=O)nc2s1 | x | 31% | 1% | 3% | 6% | -10% | -8% | 2% | 1%
COc1cccc(C(=O)NCC(c2ccc(N(C)C)cc2)N2CCCC2)c1OC (stereo not drawn) | u | -4% | -5%[60.1 µM] | -7% | x | 3% | -39% | -20% | 1%
CCOC(=O)CCCc1ccc(/C(C)=N/NC(=S)NC)cc1 | -46% | 12% | -7% | 0% | -2% | 6% | -30% | -10% | -6%
Cc1cccc(NS(=O)(=O)c2cccc(C(=O)NNC(=O)c3ccccc3O)c2)c1 | 57%[activator][12.7 µM] | x | 6% | x | -12% | 24% | -6% | -21% | x
CCOC(=O)N1CCN(Cc2nc3c(c(=O)n(C)c(=O)n3C)n2Cc2cccc(C)c2)CC1 | 29%[59 µM] | 3% | -7% | -24% | -4% | 14% | 37%[activator] | -11% | 0%
O=C(N/N=C1\CCCc2ccccc21)c1ccccc1Cl | u | 20% | -9% | -20% | -6% | 30%[activator] | -14% | -8% | -1%
CCOC(=O)[C@@H]1[C@H]2COc3cc(OC)ccc3[C@H]2N2C(=O)N(c3ccc(Br)cc3)C(=O)[C@]12C | x | x | -7% | x | -14% | 9% | x | -12% | x
CCn1c(SCC(=O)N2CCCCCC2)nc2c(c1=O)SCC2 | 13% | 1% | -16% | -6% | 4% | 11% | -8% | -5% | -3%
COc1cccc(/C=N/N2CCN(c3ccccc3OC)CC2)c1 | u | 0% | -8% | -8% | -6% | 10% | u | -7% | -7%
CN1C(=O)[C@H]2[C@@H](/C=C/c3ccccc3)N3C(=O)CN(Cc4ccccn4)C(=O)[C@@]3(Cc3ccccc3)[C@H]2C1=O | x | x | -7% | x | 9% | 29% | x | -9% | x
O=C(CCS(=O)(=O)c1ccccc1)N1CCN(c2ccc(F)cc2)CC1 | x | 1% | 1% | -3% | 4% | 17% | -12% | -9% | 0%
COCc1cc(/C=N\NC(=O)Cc2ccc(Cl)cc2)ccc1OC | 15%[59 µM] | -8% | -7% | 4% | 5% | 176%[activator] | -1% | -3% | -6%
CN(C1CCCCC1)S(=O)(=O)c1ccc(-n2cnnn2)cc1 | -18% | 24% | -7% | -15% | 14% | 15% | -5% | -4% | -2%
C=CCOc1nc(N(C)C)nc(N(C)C)n1 | -1%[12.7 µM] | 15% | 4% | -6% | -2% | 2% | 12% | 8% | -5%
FCCCOc1ccc(-c2ccnc(-c3ccccc3)n2)cc1 | 26%[59 µM] | 10% | -13% | -15% | -3% | 14% | 16% | -25% | -15%
C/C(=N\NC(=O)CN(c1ccccc1)S(C)(=O)=O)c1ccccc1O | 48%[activator] | -12% | -20% | -4% | 14% | 37%[activator] | -19% | -17% | -2%
COc1c(C(=O)NNC(=O)c2ccccc2Cl)csc1Br | -2% | 33% | -15% | 5% | -3% | -17%[58.9 µM] | 5% | -1% | -3%
Cc1ccc(CN2CCN(Cc3ccc(O)cc3)CC2CCO)o1 (stereo not drawn) | 4% | -7% | 1% | -5% | 5% | 47%[activator] | -18% | -8% | 4%
COC(=O)c1cc(S(=O)(=O)NCC2CCN(Cc3ccc(C)cc3)CC2)cn1C | 2%[59 µM] | 5%&0% | -7%&4% | u | -10% | 23%&27% | -2%&-1% | 1%&-11% | 5%&2%
O=C(Nc1ccc2nn(-c3ccc(Cl)cc3)nc2c1)c1cc2ccccc2o1 | -26%[59 µM] | 10% | -8% | 4% | x | 11% | -2% | -11% | -9%
O=C(CN1C(=O)CCSc2ccc(S(=O)(=O)N3CCOCC3)cc21)Nc1ccccc1Cl | -9%[59 µM] | -29% | -38% | -15% | -29% | u | u | -4% | -5%
Cc1ccc(S(=O)(=O)/N=C(/Nc2ccc(O)c(C(=O)O)c2)c2ccccc2)cc1 | 21%[12.7 µM] | x | -3% | x | 18% | 41%[activator] | -8% | -16% | x
C/C(=N\NC(=O)CC#N)c1ccc(Oc2ccccc2)cc1 | -8% | -6% | -13% | -11% | -4% | 5% | -36% | -1% | -2%
CCCCN(C(=O)CNC(=O)c1ccco1)C(C(=O)NC1CCCCC1)c1ccc(OC)cc1OC (stereo not drawn) | -3% | 30% | 7% | -14% | -1% | 6% | -5% | -4% | -2%
Cc1ccc(C(=O)Nc2nc(-c3cc(Cl)sc3Cl)cs2)cc1 | u | u | -11% | -17% | 19% | -6% | 7% | u | -17%
Cc1oc(-c2ccc(Cl)cc2)cc1C(=O)NC1CCN(Cc2ccccc2)CC1 | -30% | 21% | -4% | 0% | -8% | 52%[activator] | -13% | -10% | 3%
CC(C)N(Cc1ccccc1)S(=O)(=O)c1cccs1 | 43% | 15% | 3% | -16% | 29% | -4% | 28% | -18% | -7%
Cc1ccc(C(=O)O/N=C/c2ccc(N(C)C)cc2)cc1 | x | 32% | 3% | -4% | 20% | 110%[activator] | 7% | -17% | -4%
CSc1cc(-c2ccncc2)nc(-c2ccc(Cl)cc2)c1 | 5% | 1% | -8% | -4% | 17% | 82%[activator] | -2% | -4% | -4%
COc1cc(NC(=O)C2CCN(S(=O)(=O)c3ccc(N4CCCC4=O)cc3)CC2)cc(OC)c1 | 46% | 1% | -13% | 158%[activator] | 35% | -2% | -10% | -20% | 0%
O=C(c1cc(F)c(F)cc1Cl)N1CCN(CCc2ccccc2)CC1 | 3% | -1% | 0% | -8% | 41% | 18% | 0% | -3% | -10%
O=C(CN1CCCC1)Nc1ccc(Oc2ccc(NC(=O)CN3CCCC3)cc2)cc1 | -5%[59 µM] | 37% | 5% | -7% | -2% | -8% | -2% | -11% | 27%
Cc1nc2ccc(Br)cc2c2c1CC(CBr)O2 (stereo not drawn) | 25% | 2% | -13% | -20% | 5% | 7% | -1% | -1% | 0%
O=C1CC[C@H](N2C(=O)c3ccccc3C2=O)C(=O)N1 | 9%[12.7 µM] | x | 4% | -10%[29.3 µM] | 20% | 9% | -7% | -13% | 2%
